Assay outcomes from PubChem.
Giardia FBPA inh: qHTS Assay for Inhibitors of Fructose-1,6-bisphosphate Aldolase from Giardia Lamblia. purified Giardia FBPA. Potency, µM (titrated, usually from 59.6 µM), without a hit: at the highest dose activity, negative = inhibition, most hits filed as inhibitors. 0.71% of 290,000 active. AID 2451, 2010; note: potency is the fitted concentration of half-maximal effect; nearly all actives have a fitted effect of over 55% in size
Target sequence (A8B2U2 whole entry, looked up): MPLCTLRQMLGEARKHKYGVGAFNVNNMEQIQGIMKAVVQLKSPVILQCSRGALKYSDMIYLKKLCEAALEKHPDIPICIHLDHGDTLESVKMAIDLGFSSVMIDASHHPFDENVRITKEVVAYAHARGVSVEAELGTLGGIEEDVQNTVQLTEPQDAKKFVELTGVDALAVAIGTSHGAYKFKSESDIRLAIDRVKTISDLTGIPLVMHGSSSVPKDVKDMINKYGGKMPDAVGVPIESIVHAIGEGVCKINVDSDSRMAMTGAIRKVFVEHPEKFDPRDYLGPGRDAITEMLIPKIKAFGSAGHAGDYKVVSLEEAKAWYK
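40 nM FBPA preincubated 10 min at RT with compound (up to 57.5 uM final), then substrate plus GAPDH/TPI/NAD/arsenate coupling and diaphorase/resazurin added. Fluorescence read after 20 min at RT, 525/598 nm.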
Sm TGR inh: qHTS Assay for the Inhibitors of Schistosoma Mansoni Peroxiredoxins | Schistosoma mansoni thioredoxin glutathione reductase (TGR), Q962Y6 | 3% of 360,000 active | Potency, µM (doses to about 114 µM), for the others: at the top dose activity change, negative = inhibition, actives largely listed as inhibitors | purified TGR, DTNB reduction, TNB absorbance 405 nm; note: potency is the fitted concentration of half-maximal effect; nearly all actives have a fitted effect of over 60% in size
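First, TGR (20 nM dispensed) and NADPH were mixed with compound. Second, a 15 min room-temperature incubation followed. Third, further NADPH and then DTNB were added to start the reaction. Finally, TNB absorbance was monitored kinetically.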
AmpC inh detg: qHTS Inhibitors of AmpC Beta-Lactamase (assay with detergent) | P00811 | AmpC hydrolysis of nitrocefin, absorbance 480 nm, 0.01% Triton | Potency, µM (series often up to 114 µM), for the others: top-dose activity change, negative = inhibition, actives largely listed as inhibitors | 0.041% of 370,000 active;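 note: potency is the fitted concentration of half-maximal effect; 0% = no-compound wells and -100% = no-enzyme wells; nearly all actives have a fitted effect of over 25% in size; some results filed as inactive show a strong effect at the top dose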
Target sequence (P00811 whole entry, looked up): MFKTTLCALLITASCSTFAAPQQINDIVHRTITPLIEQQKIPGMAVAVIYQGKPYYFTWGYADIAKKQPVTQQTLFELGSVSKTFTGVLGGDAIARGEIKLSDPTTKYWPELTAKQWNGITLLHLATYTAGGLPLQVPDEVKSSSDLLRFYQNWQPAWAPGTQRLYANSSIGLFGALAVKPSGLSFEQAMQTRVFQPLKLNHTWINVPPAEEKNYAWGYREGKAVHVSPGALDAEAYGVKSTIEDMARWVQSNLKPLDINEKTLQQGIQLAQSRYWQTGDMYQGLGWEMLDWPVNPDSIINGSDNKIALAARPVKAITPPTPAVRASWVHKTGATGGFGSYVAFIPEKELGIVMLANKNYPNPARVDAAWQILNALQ
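20 mM phosphate pH 7.0 + 0.01% (detergent screen) or 0.0001% Triton X-100; 5.3 nM AmpC reagent; cpd preinc 15 min RT; nitrocefin (800 uM stock) to start; A480 q20 s × 4 min; Activity was normalised to no-enzyme and no-compound control wells.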
HCMV inh: qHTS Assay for inhibitors of the human cytomegalovirus (HCMV); 4.5% of 410,000 active; activity change, negative = inhibition, % at 57.5 µM; HFF cells, HCMV-luciferase reporter, 72 h; stronger effect = lower value; AID 1259415, 2018; in the data active = activity change below about -60%; inconclusive = no clear call, values can overlap the other calls; inactive = above about -39%
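Compounds were evaluated in HFFs infected with an HCMV luciferase reporter virus (MOI 1 PFU/cell). Luciferase in lysates collected 72 h post infection served as the replication measure.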
AmpC no deterg: qHTS Inhibitors of AmpC Beta-Lactamase (assay without detergent); AmpC nitrocefin hydrolysis, absorbance 480 nm, 0.0001% Triton; Potency, µM (top dose mostly 57.1 µM), for the others: at the top dose activity change, negative = inhibition, actives largely listed as inhibitors; 0.52% of 330,000 active; AID 485341, 2010;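 note: potency is the fitted concentration of half-maximal effect; plate controls were no compound for no effect and no enzyme for full effect; nearly all actives have a fitted effect of over 20% in size; some results filed as inactive show a strong effect at the top dose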
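AmpC (5.3 nM in the dispensed reagent) in 20 mM phosphate pH 7.0 with 0.01% (detergent screen) or 0.0001% Triton X-100 was preincubated with compounds for 15 min at room temperature. Nitrocefin was then added from an 800 uM solution, and hydrolysis was followed at 480 nm.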
AMA1-RON2 inh: qHTS for Inhibitors of AMA1-RON; Towards Development of Antimalarial Drug Lead: Primary Screen. Plasmodium falciparum AMA1 (3D7) - RON2 peptide interaction. AlphaScreen AMA1-biotinylated RON2 peptide binding. 0.2% of 360,000 active. Potency, µM (titrated, usually from 58.2 µM), for the others: top-dose activity change, negative = inhibition, usual class: inhibitors;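 note: potency is the fitted concentration of half-maximal effect; 0% = vehicle wells and -100% = peptide control; nearly all actives have a fitted effect of over 45% in size; some results filed as inactive show a strong effect at the top dose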
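AMA1 (3D7) with his tag at 25 nM final met compounds first, then biotinylated RON2 peptide at 25 nM; detection used donor plus acceptor beads, 10 µg/mL apiece, read by AlphaScreen after 30 min at room temperature.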
* marks the source's active call; other numbers are inactive results; ? = inconclusive; · = no result given; & = joins results of further samples; [ ] = another dose, or the depositor's remark. Unless noted, calls come from the whole dose curve; as a rule, active = well fitted curve in the direction sought with a large enough effect; inconclusive = small, poorly fitted or top-dose-only effect, or another doubt; inactive = no such curve, though single readings can be large; an effect the other way counts as inactive or inconclusive. Unless noted, % is set by controls: 0 for no effect and ±100 for the full control effect. Rows are unselected; about 7.8% have a hit in one of these screens.

SMILES	Giardia FBPA inh	Sm TGR inh	AmpC inh detg	HCMV inh	AmpC no deterg	AMA1-RON2 inh
O=C(O)CC1CCS(=O)(=O)C1 (stereo not drawn)	0%	6%	?	75	-18%	2%
CN1CCc2c(sc(NC(=O)c3ccc(S(=O)(=O)N4CCCCCC4)cc3)c2C(N)=O)C1	·	-22%	-8%	·	106%[activator]	-24%
CCOC(=O)c1c(O)cc(C)cc1Nc1ccccc1	-4%	-1%	-4%	36	-49%	20%
O=c1cc(-c2ccccc2)nc(SCc2ccc(Cl)cc2)[nH]1	2%	4%	1%	-34	-25%	0%
CCN(CC)C(=O)C1=C(C)Nc2nnnn2C1c1cccnc1 (stereo not drawn)	-4%	-6%	-17%	-22	-19%	7%
O=C(Nc1ccc2c(c1)oc1ccc(S(=O)(=O)N3CCCC3)cc12)C1CC1	3%	-2%	-10%	?	?	2%
CCN(CC)C(=O)Cn1c(SCC(=O)Nc2ccc(C)c(C)c2)nc2ccccc21	·	5%	-4%	-7	·	·
Cc1c(O)ccc2c(=O)c(Oc3ccccc3)coc12	-8%	0%	-2%	-10	-30%	3%
O=C(CCN1C(=O)c2cccc3cccc(c23)C1=O)N1CCN(Cc2ccc3c(c2)OCO3)CC1	1%	3%	-6%	-26	-30%	-2%
CC1=C(C(=O)OC2CCCC2)C(c2ccc(C)o2)C2=C(CC(c3cccs3)CC2=O)N1 (stereo not drawn)	-4%	?	1%	-31	-25%	-6%
Cc1ccc(C(=O)c2c3ccc(C(F)(F)F)cc3[n+]([O-])n2CCC(N)=O)cc1	-15%	0%	?	20	61%[activator]	6%
COc1ccc(N2C(=O)CSC23C(=O)N(Cc2cccc(C(F)(F)F)c2)c2ccccc23)cc1 (stereo not drawn)	·	2%	4%	?	·	·
Nc1c(/C=C2/C=CC(=O)C(O)=C2)c(=O)nc2sc(CC(=O)N3CCCC3)nn12	7.9µM*	-14%	2%	0	-17%	5%
CCCN(CCC)CCCOC(=O)c1ccc(Cl)cc1Cl	-2%	2%	-2%	18	29%	15%
Cc1sc(NC(=S)NC(=O)c2cccs2)nc1-c1ccc(C(C)C)cc1	4%	-5%	-14%	-12	-28%	16%

SMILES	Giardia FBPA inh	Sm TGR inh	AmpC inh detg	HCMV inh	AmpC no deterg	AMA1-RON2 inh
CCOc1cc(/C=N/NC(N)=O)cc(Br)c1OCc1ccccc1	1%	1%	-8%	-38	-11%	-16%
CSc1ncc(S(=O)(=O)c2ccccc2)c(=O)[nH]1	4%	2%	-1%	-30	2%	-3%
CCOC(=O)CSC1=C(C#N)C(c2ccc(C)o2)CC(=O)N1 (stereo not drawn)	-12%	-6%	2%	-84*	-22%	-3%
O=C(CCC(=O)N1CCN(c2ccccc2F)CC1)N1CCN(c2ccccc2)CC1	6%	-1%	?	29	124%[activator]	-7%
CCOc1ncccc1C(=O)Nc1ccc2c(c1)OCCCO2	·	-2%	?	12	-1%	-17%
Cc1ccc(N(C(C)C(=O)N2CCOCC2)S(C)(=O)=O)cc1C (stereo not drawn)	3%	4%	-12%	-24	-7%	11%
Cc1ccc2nc(NC(=O)c3ccco3)sc2c1	0%	-17%	-7%	?	-14%	6%
COc1cc(C=O)ccc1OCC(=O)N1CCOCC1	3%	4%	?	17	-20%	3%
Cc1ccc(NS(=O)(=O)c2cccc(C(=O)NCC(c3ccco3)N3CCCCC3)c2)cc1 (stereo not drawn)	10%	1%	-5%	·	-11%	3%
CCN(CC(=O)Nc1c(F)cccc1F)C(=O)c1ccc2c(=O)n3c(nc2c1)CCC3	·	2%	0%	24	-4%	13%
CCN(CC1CCCO1)C(=O)CCc1nnc(Cc2ccc3c(c2)OCO3)o1 (stereo not drawn)	0%	28µM*	7%	-9	11%	10%
CC(=O)C1=C(C)NC(=O)NC1c1cccs1 (stereo not drawn)	6%	-2%	-6%	50	-15%	27%
Cc1cccc(C(=O)OCC(=O)NC23CC4CC(CC(C4)C2)C3)c1O	·	·	·	-19	-34%	-17%
Cc1cccc(NC(=O)CN2C(=O)N/C(=C/c3cc(C)n(C)c3C)C2=O)c1	-11%	25µM*	-6%	-9	0%	-12%
COc1ccc(N(C2=NCCCS2)S(=O)(=O)c2ccc(C(C)(C)C)cc2)cc1	0%	-1%	4%	-10	-14%	38%[activator]

Of the compounds above, these contain a Cl atom:
SMILES	Giardia FBPA inh	Sm TGR inh	AmpC inh detg	HCMV inh	AmpC no deterg	AMA1-RON2 inh
O=c1cc(-c2ccccc2)nc(SCc2ccc(Cl)cc2)[nH]1	2%	4%	1%	-34	-25%	0%
CCCN(CCC)CCCOC(=O)c1ccc(Cl)cc1Cl	-2%	2%	-2%	18	29%	15%

Carrying on:
SMILES	Giardia FBPA inh	Sm TGR inh	AmpC inh detg	HCMV inh	AmpC no deterg	AMA1-RON2 inh
CC(=O)N(C1=NCCCS1)c1ccc(F)cc1	5%	6%	-9%	9	-25%	-3%
COc1cc([N+](=O)[O-])ccc1NC(=O)NCc1ccccn1	10%	-2%	6%	-19	-6%	8%
O=C(Nc1ccc(N2CCCCC2)cc1)c1ccc2ccccc2n1	-17%	-2%	-6%	12	-27%	?
COc1ccccc1/C=C/C=N/n1c(-c2ccc(Cl)cc2Cl)n[nH]c1=S	12%	3%	-7%	12	-44%	39%[activator]
COc1ccc(C)cc1NC(=O)C(OC(=O)CNC(=O)c1cccc(F)c1)c1ccccc1 (stereo not drawn)	-1%	-8%	-4%	-37	-21%	0%
C=CCNc1ncnc2ccccc12	-3%	3%	-10%	-6	-22%	-1%
CCOc1ccc(CNC(=O)CN2C(=O)CSc3c2c(C)nn3-c2ccccc2)cc1	·	0%	23%	-17	·	·
CCN(c1cccc(C)c1)S(=O)(=O)c1ccc(-n2cccn2)cc1	·	?	-13%&2%	-8&-15	-16%	-7%
c1ccc(CN2CCN(Cc3cn4cccnc4n3)CC2)cc1	0%	6%	6%	-23	-20%	-4%
CCCCNC(=O)CC1N=C2c3ccccc3N=C(SCC(=O)Nc3ccccc3OC)N2C1=O (stereo not drawn)	20%	9%	?	-3	-16%	15%
Nc1ncn(CC(=O)c2ccccc2)n1	-1%	-6%	-2%	-17	-26%	5%
Cc1cc(-c2ccco2)n(CC(=O)O)n1	6%	-4%	5%	28	-7%	-5%
O=C(O)c1cccc(COc2ccccc2Cl)c1	?	-4%	-2%	?	1%	-4%
CCn1c(COc2ccc(OC)cc2)nnc1SCC(=O)Nc1cc(OC)ccc1OC	-7%	-1%	?	29	73%[activator]	-6%
CCC(C)NC(=O)C1(C)CCC(=O)N1CCc1ccc(OC)c(OC)c1 (stereo not drawn)	1%	5%	?	34	-16%	-7%

Rewritten field by field: 3 of the compounds above.
> COc1cc([N+](=O)[O-])ccc1NC(=O)NCc1ccccn1
  Giardia FBPA inh = 10%	Sm TGR inh = -2%	AmpC inh detg = 6%	HCMV inh = -19	AmpC no deterg = -6%	AMA1-RON2 inh = 8%

> c1ccc(CN2CCN(Cc3cn4cccnc4n3)CC2)cc1
  Giardia FBPA inh = 0%	Sm TGR inh = 6%	AmpC inh detg = 6%	HCMV inh = -23	AmpC no deterg = -20%	AMA1-RON2 inh = -4%

> COc1ccc(C)cc1NC(=O)C(OC(=O)CNC(=O)c1cccc(F)c1)c1ccccc1 (stereo not drawn)
  Giardia FBPA inh = -1%	Sm TGR inh = -8%	AmpC inh detg = -4%	HCMV inh = -37	AmpC no deterg = -21%	AMA1-RON2 inh = 0%

Continuation.
SMILES	Giardia FBPA inh	Sm TGR inh	AmpC inh detg	HCMV inh	AmpC no deterg	AMA1-RON2 inh
O=c1oc(-c2ccco2)nc2sc3c(c12)CCCC3	-6%	?	?	-2	-16%	24%
COc1ccc2nc(-c3ccccc3)cc(OC)c2c1	-3%	8%	7%	135	-30%	3%
CCN(CC(=O)Nc1ccc(OC)cc1)CC(=O)N1CC(=O)Nc2ccccc21	·	-7%	-5%	0	-12%	4%
Cc1cc(Br)ccc1NC(=O)c1c(C)oc2ncnc(N3CCCCC3)c12	·	11%	17%	-13	·	·
COc1ccc(NC(=O)CN(C)C(=O)CCc2nc3cc(S(=O)(=O)N4CCOCC4)ccc3n2C)cc1	·	3%	-17%	-2	-8%	-3%
Cc1cc(=O)[nH]c(SCC(=O)Nc2ccc3c(c2)CCC3)c1C#N	·	-18%	-6%	-77*	-26%	-5%
CC(C)(C)OC(=O)C[C@@H]1C/C=C\C[C@H](CC(=O)NCCO)C(=O)N2CCC[C@@H]2COC1=O	·	·	·	-7	2%	-6%
O=C(COc1ccc(F)cc1)OCc1cc(=O)n2nc(C3CCCCC3)sc2n1	·	9%	14%	6	·	·
Cc1cccc(C)c1OCc1cc(=O)n2c3c(sc2n1)CCCC3	·	3%	6%	-13	·	·
NNc1n[nH]c(=S)n1N	1.8µM*	-18%	5%	-21	-5%	70%[activator]
COc1cccc(C(=O)Nc2ccncc2)c1	1%	-4%	-2%	·	-15%	·
CC1=Nc2cc([N+](=O)[O-])ccc2NC(C)(C)C1	-27%	?	-11%	-14	-6%	-12%
COc1cccc(C(=O)CSc2nnc(CNS(C)(=O)=O)n2-c2ccc(C)cc2)c1	?	6%	-1%	40	125%[activator]	-11%
O=C(CSCCO)N1CCc2ccccc21	3%	-9%	-11%	149	-9%	10%
O=C(CSc1nnc(-c2cccs2)n1C1CC1)NC1CCS(=O)(=O)C1 (stereo not drawn)	·	-2%	-5%	0	-13%	-10%

SMILES	Giardia FBPA inh	Sm TGR inh	AmpC inh detg	HCMV inh	AmpC no deterg	AMA1-RON2 inh
CCOc1ccc(NC(=O)CSc2nc(-c3ccc(OC)cc3)nc3c2Cc2c(CO)cnc(C)c2O3)cc1	·	5%	14%	2	·	·
CC(C)(CN1CCCC1)NC(=O)C1CCC(=O)N(CCCN2CCOCC2)C1 (stereo not drawn)	-21%	-4%	?	0	39%	7%
O=C(CCCOc1ccc(Cl)cc1Cl)NNC(=O)c1ccc(NC(=O)c2ccccc2)cc1	1%	-10%	-5%	-14	-40%	4%[11.6 µM]
CCOc1ccc(-c2ncncc2-c2ccccc2OC)c(O)c1	-1%	5%	4%	-38	37%	12%
CC1CCCN(C(c2ccccc2)c2sc3ncnn3c2O)C1 (stereo not drawn)	-4%	-4%	1%	-5	0%	12%
CC(=O)Nc1ccc(C(=O)Nc2ccc(S(=O)(=O)N3CCCC3)cc2)cc1	-1%	0%	-13%	-14	-18%	-6%
COc1ccc(NC(=O)CC2COc3ccccc3O2)c(OC)c1 (stereo not drawn)	0%	10%	-1%	10	-5%	4%
O=c1c2ccccc2ncn1CCCOc1ccccc1[N+](=O)[O-]	-2%	6%	0%	29	-15%	9%
OCCC1CN(Cc2nc(-c3ccccc3)cs2)CCN1C1CCCC1 (stereo not drawn)	1%	8%	-3%	-30	12%	16%
N#CC1=C(N)SC(N)=C(C#N)C1CCc1ccccc1	-15%	?	0%	-17	-40%	12%
